Assay outcomes as filed in PubChem BioAssay.
FLuc inh counter: firefly luciferase enzyme inhibitors, primary screen, artefact control for luciferase-based inhibitor screens, biochemical, luminescence, ATPLite; Luciferin 4-monooxygenase (Photinus pyralis), P08659; 10 min; inhibition, % at 10 µM; hit rate 1.5% among 200,000;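 active = inhibition above about 50% when tested at 10 µM, limit read from the data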
Target sequence (P08659 whole entry, looked up): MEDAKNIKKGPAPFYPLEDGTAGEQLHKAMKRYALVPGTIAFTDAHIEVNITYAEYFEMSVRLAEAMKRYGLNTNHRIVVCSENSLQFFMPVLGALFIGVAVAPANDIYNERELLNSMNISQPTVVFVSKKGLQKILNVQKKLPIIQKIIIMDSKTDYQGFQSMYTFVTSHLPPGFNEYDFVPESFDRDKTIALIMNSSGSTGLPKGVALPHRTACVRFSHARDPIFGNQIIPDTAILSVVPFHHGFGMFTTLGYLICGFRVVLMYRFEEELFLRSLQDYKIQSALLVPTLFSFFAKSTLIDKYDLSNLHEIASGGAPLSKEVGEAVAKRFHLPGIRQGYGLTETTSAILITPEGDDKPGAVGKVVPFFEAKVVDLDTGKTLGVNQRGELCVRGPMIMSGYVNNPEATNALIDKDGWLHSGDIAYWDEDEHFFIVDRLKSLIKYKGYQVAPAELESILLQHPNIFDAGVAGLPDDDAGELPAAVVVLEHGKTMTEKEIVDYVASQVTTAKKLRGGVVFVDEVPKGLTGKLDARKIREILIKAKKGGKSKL
STAT1 act: STAT1 signaling activators, primary screen, cell-based, HTS, luciferase reporter | hit rate 2.6% among 200,000 | AID 932, 2007 | NIH 3T3 STAT1-luciferase reporter, IFN-gamma, luminescence; 100% = IFN-gamma alone, no compound | activation (% of control), % at 5.5 µM;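 active = activation above the screen-wide mean activation plus 3 SD, cut at about 130% in these data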;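 also: raw ratio to IFN-gamma control signal so 100% means no change and 0% no light; values of inactives mirror those of a sister screen read the other way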
APP 5'UTR act: activators of APP 5'UTR luciferase reporter, primary screen, SH-SY5Y cells; hit rate 1% among 190,000; SH-SY5Y APP 5'UTR luciferase reporter, luminescence; zero percent = DMSO vehicle wells; activation, % at 2 µM;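 active = activation above a set limit, based on mean plus 3 SD of controls, cut at about 140% in these data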; also: values of inactives mirror those of a sister screen read the other way
ROMK mod: ROMK potassium channel modulators, primary screen, cell-based, thallium flux, MLSMR library | ATP-sensitive inward rectifier potassium channel 1 (Homo sapiens), P48048 | B-score at 10 µM | hit rate 2% among 130,000 | Tet-inducible ROMK, thallium flux fluorescence; actives lie on both sides;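 active = signal ratio slope over the read window, or its plate-corrected B-score, at least 3 SD from the plate mean, either direction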;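 also: B-score of the F/F0 ratio slope over 7 to 12 s after thallium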
Target sequence (P48048 whole entry, looked up): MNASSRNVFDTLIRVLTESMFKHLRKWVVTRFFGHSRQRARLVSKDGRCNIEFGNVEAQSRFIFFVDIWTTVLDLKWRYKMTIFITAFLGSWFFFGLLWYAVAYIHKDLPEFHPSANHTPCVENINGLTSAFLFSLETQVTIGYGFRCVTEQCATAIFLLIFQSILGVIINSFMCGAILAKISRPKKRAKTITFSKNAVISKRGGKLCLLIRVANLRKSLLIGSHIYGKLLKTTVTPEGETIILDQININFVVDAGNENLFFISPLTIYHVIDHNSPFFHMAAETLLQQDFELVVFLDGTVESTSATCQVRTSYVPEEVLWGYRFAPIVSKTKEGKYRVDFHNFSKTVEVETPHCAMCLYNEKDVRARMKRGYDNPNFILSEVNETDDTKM
STAT3 blocker: IL-6 driven STAT3 reporter inhibitors, primary screen, U3A cells, luciferase, luminescence, MLSCN library. IL-6 STAT3-luciferase reporter; host cell line lacks STAT1. hit rate 0.89% among 190,000. inhibition, % at 5.5 µM;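 active = inhibition above the mean inhibition across all screened compounds plus 3 SD, cut at about 44% in these data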;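 also: 0% = DMSO only wells and 100% = 100 µM nifuroxazide control wells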
FLuc act counter: FLuc activators, initial screening, artefact control for FLuc-dependent activation tests, biochemical, ATPlite luminescence | Luciferin 4-monooxygenase (Photinus pyralis), P08659 | ATPlite luciferase biochemical, 10 min; 0 = ATP-free wells, 1 = DMSO control | activation factor at 10 µM | 200,000 tested, under 10 active;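 active = luciferase activation factor, scaled between plate controls, of at least 2 with compound at 10 µM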
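System: luciferase plus luciferin reagent, cell-free; medium: PBS as buffer for the ATP substrate; dosing: test compounds dosed from 2 mM stocks in 100% DMSO; timing: 10 min post-reagent at room temperature; measured by: luminescence measurement of luciferase light output; evaluation: luciferase activation, seen as luminescence increase over controls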
STAT1 inh: STAT1 signaling inhibitors, primary screen, cell-based, HTS, luciferase reporter; inhibition, % at 5.5 µM; NIH 3T3 STAT1-luciferase reporter, IFN-gamma, luminescence; AID 920, 2007; hit rate 0.35% among 200,000;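 active = inhibition above a set limit, the mean inhibition across all tested compounds plus 3 SD, cut at about 34% in these data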;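 also: 0% = IFN-gamma with DMSO and 100% = IFN-gamma with 300 µM nifuroxazide; values of inactives mirror those of a sister screen read the other way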
APP 5UTR inh: inhibitors of APP translation via 5'UTR reporter, primary screen, APP 5'UTR luciferase, SH-SY5Y cells | SH-SY5Y APP 5'UTR-luciferase reporter, luminescence | inhibition, % at 2 µM | AID 1285, 2008 | hit rate 0.82% among 190,000;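 active = inhibition above a set limit, derived from the sample mean plus 3 SD, cut at about 45% in these data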; also: values of inactives mirror those of a sister screen read the other way
NF-kB neuron act: activators of NF-kB expression in neurons, primary screen, cell-based, HTS | fold change at 12.5 µM | hit rate 1.6% among 190,000 | AID 1239, 2008 | human neuronal cells, NF-kB reporter expression; hits give high values; in the data active = fold change above about 3.3
STAT3 act: IL-6 driven STAT3 reporter potentiators, primary screen, U3A cells, luciferase, luminescence, MLSCN library; activation (% of control), % at 5.6 µM; IL-6 STAT3-luciferase reporter; 100% = signal with IL-6 EC80 alone; hit rate 0.91% among 190,000;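 active = activation above the screen-wide mean of compound activation plus 3 SD, cut at about 130% in these data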;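 also: 0% = background luminescence of wells with medium and substrate only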
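System – human U3A cells carrying STAT3-luciferase construct · Probe or stimulus – Interleukin-6, 33 ng/mL · Schedule – compound 1 h, then IL-6 6 h at 37 °C · Signal – luminescence from STAT3-driven luciferase reporter · Evaluation – percent of IL-6-only median luminescence · Benchmarks – IL-6-only high control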
Active calls of the source: *; . = no result given. This is a random part of the collection; any-hit rate near 7.1%.

1	Cc1cc(C(=O)NC(CC(C)C)C(=O)O)cc(C)c1[N+](=O)[O-] (configuration not stated)
2	COc1cccc(CNC(=S)Nc2cc(OC)ccc2OC)c1
3	CNC(=O)c1cc2c(=O)n3cc(C)ccc3nc2n(C(C)C)c1=N
4	CN(Cc1ccccc1)S(=O)(=O)c1ccc(NC(=O)C2CCCO2)cc1 (configuration not stated)
5	CCCCc1cc(=O)oc2cc(OCc3cc(OC)c(OC)c(OC)c3)c(Cl)cc12
6	COc1ccc([N+](=O)[O-])cc1N1C(=O)c2cccc3cccc(c23)C1=O
7	COC(=O)c1nn(-c2ccccc2)ccc1=O
8	CC(NC(=O)/C=C/c1ccco1)c1nc2ccccc2n1Cc1c(Cl)cccc1Cl (configuration not stated)
9	CCN(CC)C(=O)C1CCN(S(=O)(=O)c2ccc3oc4ccccc4c3c2)CC1
10	CCn1c(SCC(=O)NCC2CCCO2)nnc1-c1c[nH]c2ccccc12 (configuration not stated)
entry no.	1	2	3	4	5	6	7	8	9	10
FLuc inh counter	-1	1	-1	-4	-3	-1	-1	-1	-3	3
STAT1 act	93	108	100	100	98	102	96	104	88	98
APP 5'UTR act	-20	1	-13	-6	5	19	-6	2	2	-11
ROMK mod	2.2	1.5	.	.	.	0.92	.	.	-1	0.24
STAT3 blocker	-5	-2	8	4	8	-1	6	-2	45*	-3
FLuc act counter	1	1	1	1	1	1	1	1	1	1
STAT1 inh	8	-10	0	0	2	-2	4	-4	13	3
APP 5UTR inh	20	-1	13	6	-5	-19	6	-2	-2	11
NF-kB neuron act	1.1	0.96	1.5	0.93	0.89	1.3	0.97	1.1	1.1	1.3
STAT3 act	104	106	99	102	99	105	96	100	68	106

11	Cc1ccc(NC(=O)C2CCN(S(C)(=O)=O)CC2)cc1
12	Cc1nnc(NC(=O)CSc2nnnn2Cc2ccccc2)s1
13	Clc1ccc2nnnc(-c3ccccc3)c2c1
14	Cc1ccc(-c2ccc(/C=C/C(=O)c3ccccc3)o2)cc1
15	CC(C)NC(=O)NCCCCCCS(C)=O (configuration not stated)
16	CCOC(=O)C1(Cc2cccc(OC)c2)CCN(Cc2ccc3c(c2)OCCO3)CC1
17	Cc1ccc(N/C(=N/S(=O)(=O)c2cccs2)c2ccccc2)c(C)c1
18	CC(NC(=O)c1cccc(F)c1)C(c1cccs1)N1CCN(C)CC1 (configuration not stated)
19	CCOC(=O)N1CCN(Cc2nc(N)nc(Nc3ccccc3C)n2)CC1
20	CCOC(=O)C(C)n1cnc2c(nnn2-c2ccc(OC)cc2)c1=O (configuration not stated)
entry no.	11	12	13	14	15	16	17	18	19	20
FLuc inh counter	-5	-5	-6	-2	-3	-8	-5	-3	-3	2
STAT1 act	110	99	95	107	96	85	102	96	93	108
APP 5'UTR act	15	5	-12	3	-5	4	31	8	-8	13
ROMK mod	.	0.01	.	.	.	-1.4	.	.	0.6	.
STAT3 blocker	4	-1	21	-3	.	4	-14	5	1	4
FLuc act counter	1	1.1	1.1	1	1	1.1	1	1	1	1
STAT1 inh	-10	-4	6	-8	3	15	-3	4	7	-9
APP 5UTR inh	-15	-5	12	-3	5	-4	-30	-8	8	-13
NF-kB neuron act	1.1	1.1	1.7	1.8	1.1	0.66	2.5	1.4	1.1	1.2
STAT3 act	100	102	84	102	.	100	113	98	105	97

21	Cc1c(O)ccc(-c2[nH]ncc2-c2nc3ccccc3s2)c1O
22	CCN(CC)C(=O)C(=O)c1cn(CC(=O)N2CCc3ccccc3C2)c2ccccc12
23	O=C(Nc1ccccc1)c1cc2ccccc2[nH]1
24	CC(NCc1cccn1C)c1ccccc1 (configuration not stated)
25	O=C(Nc1cccc(C(=O)O)c1)/C(=C\c1ccccc1)NC(=O)c1ccccc1Cl
26	O=C(N1CCOCC1)N1CCN(c2ccc(F)cc2)CC1
27	CCOc1ccc2ncc(S(=O)(=O)c3ccc(C)cc3)c(N3CCC4(CC3)OCCO4)c2c1
28	Cn1cc(C(=O)c2ccc(F)cc2)cc1-c1nc2ccccc2n1C
29	COc1ccc(N2CCN(C(=O)CSc3nnc(NC(=O)C4CCC4)s3)CC2)cc1
30	O=C(O)c1cc2nc3c(c(C(F)(F)F)n2n1)CCc1ccccc1-3
entry no.	21	22	23	24	25	26	27	28	29	30
FLuc inh counter	-3	0	22	1	2	-7	-8	-4	0	-7
STAT1 act	97	103	137*	100	95	99	92	88	91	92
APP 5'UTR act	-4	9	134	9	-5	-10	16	-17	-4	-16
ROMK mod	-1	-0.59	0.96	.	.	-0.013	.	.	.	-0.53
STAT3 blocker	36	9	-20	-10	16	15	-13	32	1	13
FLuc act counter	1	1	0.8	1	1	1.1	1.1	1	1	1.1
STAT1 inh	3	-4	-42	0	6	2	9	13	8	8
APP 5UTR inh	4	-10	-134	-9	6	10	-16	17	4	16
NF-kB neuron act	0.96	1.3	3.4*	1.1	1.2	1.1	0.26	0.6	1	1
STAT3 act	73	98	122	114	96	92	106	75	102	92

An excerpt from above in order of SMILES length, smallest number first.
28	Cn1cc(C(=O)c2ccc(F)cc2)cc1-c1nc2ccccc2n1C
30	O=C(O)c1cc2nc3c(c(C(F)(F)F)n2n1)CCc1ccccc1-3
29	COc1ccc(N2CCN(C(=O)CSc3nnc(NC(=O)C4CCC4)s3)CC2)cc1
22	CCN(CC)C(=O)C(=O)c1cn(CC(=O)N2CCc3ccccc3C2)c2ccccc12
25	O=C(Nc1cccc(C(=O)O)c1)/C(=C\c1ccccc1)NC(=O)c1ccccc1Cl
entry no.	28	30	29	22	25
FLuc inh counter	-4	-7	0	0	2
STAT1 act	88	92	91	103	95
APP 5'UTR act	-17	-16	-4	9	-5
ROMK mod	.	-0.53	.	-0.59	.
STAT3 blocker	32	13	1	9	16
FLuc act counter	1	1.1	1	1	1
STAT1 inh	13	8	8	-4	6
APP 5UTR inh	17	16	4	-10	6
NF-kB neuron act	0.6	1	1	1.3	1.2
STAT3 act	75	92	102	98	96

Next part
31	CC(C)Sc1cc(N2CCOCC2)nc(-c2ccc(Cl)cc2)n1
32	COc1ccc(C(C(=O)NC2CCCCC2)N(C(=O)Cc2c[nH]c3ccccc23)c2ccccc2)cc1OC (configuration not stated)
33	CCOC(=O)C1C(=O)C=C(c2ccc(NS(C)(=O)=O)cc2)CC1c1ccco1 (configuration not stated)
34	CC1(C)CC2CC(C)(CN2C(=O)COC(=O)c2n[nH]c(=O)c3ccccc23)C1 (configuration not stated)
35	Cc1cc(NC(=O)C(=O)c2c(C)[nH]c3ccccc23)no1
36	C/C(=C\C(=O)c1ccc(C)cc1)NCc1ccc(F)cc1
37	Cc1cc(C)n(-c2ccc(C(=O)Nc3cc(C(F)(F)F)ccc3N3CCOCC3)cc2)n1
38	O=C(Nc1ccc2oc(-c3ccccc3F)nc2c1)c1ncn[nH]1
39	NC(=O)[C@H](Cc1cc2ccccc2s1)NC(=O)[C@@H]1CC2(CC(c3cccc(NC(=O)[C@@H]4CCC(=O)N4)c3)=NO2)CN1C(=O)/C=C/c1c(F)cccc1Cl (some centres not stated)
40	COc1cc(/C=N/Nc2ccc(S(N)(=O)=O)cc2)cc(OC)c1OC
entry no.	31	32	33	34	35	36	37	38	39	40
FLuc inh counter	-6	-3	-1	-2	-6	.	-4	53*	-8	0
STAT1 act	97	105	97	104	106	103	102	136*	101	92
APP 5'UTR act	13	5	2	8	11	16	15	138*	12	3
ROMK mod	0.65	-1.6	.	.	0.096	.	.	-0.17	2.2	-0.43
STAT3 blocker	7	-16	14	2	27	26	5	32	-1	16
FLuc act counter	1.1	1	1	1	1.1	.	1	0.5	1.1	1
STAT1 inh	3	-5	3	-3	-8	-2	-3	-40	-1	8
APP 5UTR inh	-13	-4	-2	-8	-11	-16	-15	-138	-12	-3
NF-kB neuron act	1.1	0.56	0.8	1.3	1	.	0.87	5.3*	0.9	0.9
STAT3 act	100	117	92	104	80	84	98	73	108	91

41	CC1(C)CC(=O)C=C(N2CCCC2)C1
42	COC(=O)c1c(C)nc2ccccc2c1-c1ccccc1
43	O=C(Nc1ccccc1)c1cccc(S(=O)(=O)Nc2ccccn2)c1
44	COc1ccc(OCc2nc3ccc(S(=O)(=O)Nc4ccccc4Cl)cc3[nH]2)cc1
45	CCOc1ccccc1NC1c2ccccc2C(=O)N1c1cccnc1 (configuration not stated)
entry no.	41	42	43	44	45
FLuc inh counter	0	-4	-3	1	-6
STAT1 act	92	100	101	96	101
APP 5'UTR act	17	9	-17	12	-1
ROMK mod	0.14	-1.4	-0.19	.	.
STAT3 blocker	-1	8	3	1	4
FLuc act counter	1	1	1	1	1.1
STAT1 inh	6	0	-1	5	-1
APP 5UTR inh	-17	-9	16	-12	1
NF-kB neuron act	1.1	1.1	1.2	0.7	1.2
STAT3 act	103	92	100	99	102
